PAFAH2 inh: inhibitors of human PAFAH2. Q99487. recombinant PAFAH2, FP-rhodamine activity probe, fluorescence polarization. inhibition, % at 3.39 µM. actives 0.99% (n = 340,000). AID 492956;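 active = inhibition above the mean over all tested compounds plus 3 SD, cut at about 30% in these data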;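 note: inhibitors block probe labeling of enzyme so polarization drops; 0% = enzyme with DMSO and 100% = wells lacking PAFAH2 protein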
LYPLA2 inh: blocks human lysophospholipase 2, a PME1 counter-screen. O95372. inhibition, % at 5.9 µM. actives 0.38% (n = 320,000). recombinant LYPLA2, FP-Rh probe fluorescence polarization;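 active = inhibition above the screen-wide mean plus 3 SD, limit set per campaign, cut at about 26% in these data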;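 note: 0% = LYPLA2 with DMSO and 100% = wells lacking LYPLA2 enzyme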
Target sequence (O95372 whole entry, looked up): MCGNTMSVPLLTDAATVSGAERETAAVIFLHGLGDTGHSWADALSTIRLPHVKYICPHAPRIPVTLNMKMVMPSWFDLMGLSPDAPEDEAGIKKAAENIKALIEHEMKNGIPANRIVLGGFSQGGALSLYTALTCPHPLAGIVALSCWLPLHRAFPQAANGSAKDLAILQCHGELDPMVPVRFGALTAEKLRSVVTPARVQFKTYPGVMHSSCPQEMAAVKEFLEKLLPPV
PAD4 inh: inhibitors of human PAD4; Q9UM07; recombinant PAD4, RCA probe fluorescence polarization; inhibition, % at 6.36 µM; actives 0.41% (n = 330,000); AID 485272;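 active = percent inhibition above a cutoff equal to the mean of all tested compounds plus 3 SD, cut at about 15% in these data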;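 note: 0% = PAD4 with RCA probe and DMSO and 100% = probe without PAD4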
PAFAH1B3 FP inh: PAFAH1B3 (human) inhibition. Q15102. recombinant PAFAH1B3, FP-rhodamine probe, fluorescence polarization. inhibition, % at 3.39 µM. actives 0.28% (n = 340,000). AID 492972;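 active = inhibition above the screen-wide average of all tested compounds plus 3 SD, cut at about 25% in these data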;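 note: 0% = enzyme with DMSO only and 100% = wells lacking PAFAH1B3 protein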
GSTO1 inh: counter-screen for RBBP9 inhibitors: inhibitors of human GSTO1; P78417; inhibition, % at 5.96 µM; actives 1.1% (n = 300,000); recombinant GSTO1, activity-based probe fluorescence polarization;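 active = inhibition above the campaign mean inhibition plus 3 SD, cut at about 35% in these data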;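 note: 0% = GSTO1-1 with DMSO and 100% = wells lacking GSTO1-1 enzyme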
Target sequence (P78417 whole entry, looked up): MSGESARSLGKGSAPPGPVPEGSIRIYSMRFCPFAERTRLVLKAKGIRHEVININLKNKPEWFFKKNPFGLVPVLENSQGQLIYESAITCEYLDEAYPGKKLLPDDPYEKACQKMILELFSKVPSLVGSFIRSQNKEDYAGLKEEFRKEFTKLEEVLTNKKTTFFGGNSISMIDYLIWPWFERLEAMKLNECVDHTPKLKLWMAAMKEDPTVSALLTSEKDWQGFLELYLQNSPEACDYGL
pPAFAH FP inh: inhibitors of human plasma PAF acetylhydrolase (pPAFAH); recombinant pPAFAH, FP-rhodamine probe fluorescence polarization; Q13093; actives 1.5% (n = 330,000); inhibition, % at 3.39 µM;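 active = inhibition above the mean inhibition across the screen plus 3 SD, cut at about 25% in these data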;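 note: inhibitors block binding of the rhodamine activity-based probe so polarization drops; 0% = enzyme with DMSO and 100% = wells lacking pPAFAH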
PAFAH1B2 FP inh: inhibitors of human PAFAH1B2. P68402. recombinant PAFAH1B2, FP-rhodamine activity probe, fluorescence polarization. inhibition, % at 3.39 µM. actives 1.2% (n = 340,000). AID 492953;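 active = inhibition above the mean of all tested compounds plus 3 SD, cut at about 24% in these data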;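 note: 0% = enzyme with DMSO and 100% = wells lacking PAFAH1B2; many of its hits are not listed in these tables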
Target sequence (P68402 whole entry, looked up): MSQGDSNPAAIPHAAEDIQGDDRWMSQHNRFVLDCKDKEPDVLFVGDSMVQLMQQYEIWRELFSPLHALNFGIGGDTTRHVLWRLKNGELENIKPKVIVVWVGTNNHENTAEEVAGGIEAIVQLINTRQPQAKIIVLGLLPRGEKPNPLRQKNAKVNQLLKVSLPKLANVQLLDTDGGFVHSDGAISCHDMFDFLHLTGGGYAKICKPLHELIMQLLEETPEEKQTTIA
LYPLA1 inh: counter-screen for PME1 inhibitors: inhibitors of human LYPLA1; O75608; inhibition, % at 5.9 µM; recombinant LYPLA1, FP-Rh probe fluorescence polarization; actives 0.16% (n = 320,000);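 active = inhibition above the mean of all tested compounds plus 3 SD, set per campaign, cut at about 14% in these data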;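 note: inhibitors block serine hydrolase probe labeling of LYPLA1 so polarization falls; 0% = enzyme with DMSO and 100% = wells lacking LYPLA1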
Target sequence (O75608 whole entry, looked up): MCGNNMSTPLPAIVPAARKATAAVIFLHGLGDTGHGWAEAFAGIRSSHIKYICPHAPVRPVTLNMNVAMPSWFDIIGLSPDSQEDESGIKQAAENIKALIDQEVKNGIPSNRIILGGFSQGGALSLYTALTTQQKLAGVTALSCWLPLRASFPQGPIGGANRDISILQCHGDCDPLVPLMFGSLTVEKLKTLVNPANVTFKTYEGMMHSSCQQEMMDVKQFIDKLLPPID
PREPL inhibitor: inhibits the human prolyl oligopeptidase-like enzyme | Q4J6C6 | recombinant PREPL, fluorescence polarization activity-based probe | inhibition, % at 5.96 µM | actives 0.68% (n = 320,000) | AID 2751; in the data active = inhibition above about 43%;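 note: 0% = enzyme with DMSO and 100% = wells lacking enzyme; many of its hits are not listed in these tables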
* hit, by the source's call; . = not tested or not shown; & = joins results of further samples. Only part of the results is shown. The share of hits here may be higher or lower than overall.

The first 5 compounds, ahead of the listing:
SMILES	PAFAH2 inh	LYPLA2 inh	PAD4 inh	PAFAH1B3 FP inh	GSTO1 inh	pPAFAH FP inh	PAFAH1B2 FP inh	LYPLA1 inh	PREPL inhibitor
CCOC(=O)c1c(NC(=O)C2c3ccccc3Oc3ccccc32)sc(C(N)=O)c1C	-9	5	-2	4	6	-1	3	4	7
O=S(=O)(Nc1ccc(-n2cccc2)cc1)c1ccc(Cl)c(Cl)c1	-6	-15	-3	0	-5	17	7	-6	-51
C=CCn1c(N)c(C(=O)OCCC)c2nc3ccccc3nc21	-7	1	-11	19	29	0	6	-2	5
CC(C)Nc1nc(N)c(C(=O)C23CC4CC(CC(C4)C2)C3)s1	14	7	7	0	7	5	7	6	17
CCOC(=O)C1=C(C)NC(=O)C(C(N)=O)C12CCCC2 (configuration not stated)	-1	-4	-1	3	0	6	3	1	-2

The listing, repeating the preview:
SMILES	PAFAH2 inh	LYPLA2 inh	PAD4 inh	PAFAH1B3 FP inh	GSTO1 inh	pPAFAH FP inh	PAFAH1B2 FP inh	LYPLA1 inh	PREPL inhibitor
CCOC(=O)c1c(NC(=O)C2c3ccccc3Oc3ccccc32)sc(C(N)=O)c1C	-9	5	-2	4	6	-1	3	4	7
O=S(=O)(Nc1ccc(-n2cccc2)cc1)c1ccc(Cl)c(Cl)c1	-6	-15	-3	0	-5	17	7	-6	-51
C=CCn1c(N)c(C(=O)OCCC)c2nc3ccccc3nc21	-7	1	-11	19	29	0	6	-2	5
CC(C)Nc1nc(N)c(C(=O)C23CC4CC(CC(C4)C2)C3)s1	14	7	7	0	7	5	7	6	17
CCOC(=O)C1=C(C)NC(=O)C(C(N)=O)C12CCCC2 (configuration not stated)	-1	-4	-1	3	0	6	3	1	-2
Cc1ccc(NC(=O)CCC(=O)OC(C)C(=O)c2ccccc2)cc1 (configuration not stated)	10	1	-4	10	-2	-3	0	-1	2
NC(=O)Cc1ccc(C(=O)c2ccccc2F)s1	4	2	3	1	2	1	3	3	0
Cc1cc2oc(=O)cc(CN(C)Cc3ccc(OC(F)F)cc3)c2cc1Cl	-14	-4	0	1	1	3	-1	-3	-22
COC(=O)c1ccc(N2CC3CNC(=O)C2(C(=O)OC)N3C)cc1 (configuration not stated)	-5&2	.	-6&9	8&-1	.	2&1	4&0	.	1&3
Cc1cccc(NC(=S)NCCc2ccccc2)n1	-1	0	-3	-2	-4	3	7	-2	0
COc1cc(/C=C(/C#N)c2nc3ccccc3[nH]2)ccc1Oc1ncccc1[N+](=O)[O-]	-31	-26	-6	-24	-15	3	-19	-21	41
O=C(CN1C(=O)c2cccnc2Oc2ccc(Cl)cc21)NC1CCCC1	1	6	3	4	0	1	0	-1	-5
CC1CCC(N2CCNCC2)CC1 (configuration not stated)	-3	-3	-6	0	4	-3	2	1	7
Cc1ccc(NC(=O)CN(C)C(=O)CCOc2cccc(C)c2)cc1	-7	0	2	7	0	4	15	0	-2
COC(=O)c1ccccc1NC(=O)c1ccc(COc2cccc3ccccc23)o1	-5	-9	-7	-5	0	0	-3	-12	0
c1csc(C(c2nnnn2C2CCCCC2)N2CCCC3(CCCCC3)C2)c1 (configuration not stated)	1	-7	-5	0	7	-4	7	-2	18
CCOC(=O)N1CCN(C(=O)C2CCN(S(=O)(=O)c3ccccc3)CC2)CC1	9	3	-5	7	-4	-2	2	1	8
COc1ccccc1OCC(=O)Nc1c2c(nn1-c1ccc(C)cc1)CS(=O)(=O)C2	5	-2	4	2	-7	1	0	-1	18
CCCC(C(=O)NC1CCCC1)N(CC1CCCO1)C(=O)c1snc(C(N)=O)c1N (configuration not stated)	-3	5	-4	9	-1	2	-3	4	18
CCN1CCN(c2ccc(S(=O)(=O)N3CCOCC3)cc2NC(=O)C(C)Oc2cccc(Cl)c2)CC1 (configuration not stated)	-1	-2	0	-1	-4	4	-7	0	11
CC(C)NC(=O)CCNC(=O)c1ccc(F)cc1	11	0	-1	1	2	1	6	-1	3
CCOC(=O)/C=c1\sc2n(c1=O)CCN=2	3	1	0	7	1	-1	5	4	6
Cc1cccc(N=C2NC(=O)c3cc([N+](=O)[O-])ccc32)c1	4	5	-1	11	1	3	2	0	15
COc1ccc(S(=O)(=O)N2CCC(C(=O)Nc3cccc(C(C)=O)c3)CC2)cc1	-3	-1	-1	5	6	0	-4	0	-3
Nc1ccc2nn(-c3cccc4ccccc34)nc2c1	6	-14	2	14	61*	-9	0	-11	11
O=C(NCc1ccccc1Cl)c1cc(=O)[nH]c2ccccc12	-5	9	3	10	4	-1	3	2	0
Cc1ccc(NS(=O)(=O)c2ccc3[nH]c(=O)oc3c2)cc1Cl	4	3	0	7	.	48*	10	0	7
CCOC(=O)c1[nH]c(C)c(C(=O)NCCN2CCOCC2)c1C	-2	-7	-2	4	-5	-7	0	1	-9
COC(=O)c1ccc(C(=O)OC)c(NC(=O)c2cnc3n(c2=O)CCS3)c1	8	-4	-3	0	0	-3	-3	-1	8
Cc1ccccc1NC(=O)OCc1cccnc1Oc1ccc(Cl)cc1	1	-9	0	-2	1	-5	6	-3	3
Cc1ccc(-c2nc3ccccc3s2)cc1S(=O)(=O)N1CCCC1	-5	-6	-3	-1	6	4	0	-7	10
CCOc1ccccc1NC(=O)C1CCC(CNc2c(N3CCOCC3)c(=O)c2=O)CC1 (configuration not stated)	-3	-1	5	6	6	2	-1	1	1
COc1ccc(NC(=O)C2C3CCC(C3)C2C(=O)O)cc1OC (configuration not stated)	-2	3	-4	8	6	-2	7	2	13
CC(C)(C)NC(=O)C1c2ccccc2Oc2ccccc21	1	1	2	2	1	-1	0	-2	-5
COc1ccc(C2Nc3ccccc3C(=O)N2NC(C)=O)cc1OC (configuration not stated)	7	5	-1	6	10	4	-2	4	6
COc1cccc(C(=O)Nc2nc(-c3ccc4c(c3)OCO4)cs2)c1	-2	-14	0	-3	-1	3	5	-10	11
CC(C)c1ccc(NC(=O)CCCN2C(=O)NC(C)(C)C2=O)cc1	3	2	-4	3	.	-2	-1	2	-4
COc1cc(-c2noc(CCCC(=O)NCc3ccco3)n2)cc(OC)c1OC	-1	-1	3	-4	1	0	1	2	-8
COCCSc1nnc(NC(=O)c2ccco2)s1	-8	1	2	7	-3	-2	-6	-4	-1
CCC(C)NC(=O)CNC(=S)N(Cc1ccccc1F)C1CCCCC1 (configuration not stated)	3	1	-3	-1	6	-7	6	-1	18
O=C(COc1ccc(Cl)cc1)N1CCCCCCC1	-1	2	5	0	-2	5	8	1	-1
Cc1ccc(S(=O)(=O)NCc2ccccc2)cc1C(=O)N(C)Cc1ccccc1F	-6	-2	1	-4	4	-1	2	-1	5
Cn1c(=O)[nH]c(=O)c2c1nc(Sc1nc3ccccc3s1)n2Cc1ccccc1	9	1	4	5	3	6	7	-2	-5
Nc1cc(=O)[nH]c(SCC(=O)N2CCCC2)n1	8	.	-8	6	.	-1	10	.	19
CCSc1cc(C)nc2c(-c3ccccc3)c(C)nn12	5	-1	-7	-3	3	-1	-3	-2	2
CCOc1ccccc1C(=O)N[C@H](C(=O)OCc1csc(CC(=O)Nc2ccc(C)cc2)n1)C(C)C	8	.	5	3	.	33*	0	.	-3
Cc1c(NC(=O)c2ccccc2N)cccc1C(=O)O	6	-1	1	4	2	-4	3	-4	3
COC(=O)c1sccc1NC(=O)c1ccc(C#N)cc1	4	-6	-1	-4	-2	-3	-1	3	-4
COc1cccc(CN2CCNC(=O)C2CC(=O)NCCn2cccn2)c1OC (configuration not stated)	-2	4	5	7	16	-1	13	3	6
Cc1c(C(=O)N2CCCC2)oc2c1-c1nn(CC(=O)NCCCN3CCCCC3C)cc1CC2 (configuration not stated)	-8	1	-6	3	5	0	5	0	22
COc1cccc(Nc2n[nH]c(=S)s2)c1	7	2	0	0	8	1	9	4	10
O=[N+]([O-])c1cc(C(F)(F)F)ccc1NC1CCN(Cc2ccccc2)CC1	.	3	2	.	16	7	.	-2	18
COCC(=O)Nc1cc([N+](=O)[O-])ccc1C	-2	3	0	6	0	3	-2	-1	14
Cc1nc([N+](=O)[O-])c(C(=O)OCc2ccccc2)n1C	6	3	-1	7	1	0	3	3	-5
CN(C)/C=C/C(=O)c1cccc(Cl)c1	-10	-8	-8	1	-2	1	2	-4	-3
CCOc1ccc(N2C(=O)CSC2=NC#N)cc1	-1	-1	-4	-1	.	-1	9	-4	8
NC(=O)CC(NC(=O)Cc1ccc(Br)cc1)c1ccc(NCCN2CCOCC2)c([N+](=O)[O-])c1 (configuration not stated)	5	-3	-1	0	6	5	5	-2	9
CC[C@@]1(C(=O)OC)N[C@H](CN(C)C(=O)Nc2ccc(C)cc2)[C@@H]2C(=O)N(Cc3ccccc3)C(=O)[C@@H]21	5	.	-6	12	.	-6	8	.	18
O=C(Nc1cccc(F)c1)C1CCN(S(=O)(=O)c2cccc3nonc23)CC1	4	-3	-3	8	0	12	9	0	5
COC(OC)c1ccnc(-c2ccc(OC(=O)c3ccccc3)cc2)n1	2	-4	-2	-4	3	9	0	-2	5

Other structures.
SMILES	PAFAH2 inh	LYPLA2 inh	PAD4 inh	PAFAH1B3 FP inh	GSTO1 inh	pPAFAH FP inh	PAFAH1B2 FP inh	LYPLA1 inh	PREPL inhibitor
O=C(NCCc1ccccc1F)C1CCCN(c2nc3ccccc3s2)C1 (configuration not stated)	6	-2	-5	-8	4	7	0	-4	0
CC1CC(C)CN(C(=O)COC(=O)c2cccc([N+](=O)[O-])c2)C1 (configuration not stated)	-1	0	-3	11	-7	-2	3	1	-9
COc1ccc(OC)c(Nc2nnc(C)c(=O)[nH]2)c1	.	3	0	.	3	-1	.	-3	-3
CCOC(=O)C1=NN(C(=O)Cc2ccccc2)C(O)(C(C)(C)C)C1 (configuration not stated)	5	0	0	7	3	2	0	2	-2
COc1ccc(CC(=O)N2CCc3ccccc32)cc1	-3	4	-1	5	1	0	2	0	13
O=C(CN1C(=O)c2ccccc2C1=O)NCC1COc2ccccc2O1 (configuration not stated)	-5	7	1	13	-1	1	7	-1	-7
COC(=O)C1=CN(CC2CCCO2)C=C(C(=O)OC)C1c1ccccc1C(F)(F)F (configuration not stated)	-6	8	4	6	4	6	0	6	7
O=C(O)CSc1nnc(-c2cccc(S(=O)(=O)N3CCOCC3)c2)n1-c1ccc(F)cc1	2	.	-8	9	.	0	8	.	12
N#Cc1c2n(c3c(=O)n(Cc4ccccc4Cl)cnc13)CCCCC2	3	6	0	4	-2	-2	0	0	-14
O=C(Nc1ccon1)c1cc2c(s1)CCCC2	-3	0	0	6	5	3	0	1	-11
O=C(CSc1nnnn1C1CCCC1)Nc1ccc(F)cc1	-8	6	1	3	-3	2	2	5	6
COc1ccc(C2NC(=O)c3n[nH]c(C)c32)c(OC)c1 (configuration not stated)	2	-1	4	2	9	1	3	2	-3
CCc1noc(C)c1C(=O)OC(C)C(=O)NCc1ccc(OC)cc1 (configuration not stated)	-2	-2	2	3	.	-8	2	-3	13
CCCCn1cc(S(=O)(=O)c2ccccc2)c(=O)c2cc(C)ccc21	2	7	-1	-4	1	-2	-2	1	6
CC(=O)c1cc2c(cc1NC(=O)Cn1nc(-c3ccc(C)cc3)ccc1=O)OCO2	0	-6	-2	2	0	-6	2	0	10
O=C(COc1ccc(F)cc1)NCC1CCCO1 (configuration not stated)	6	0	-1	2	-2	5	-5	3	-1
COc1ccc(C(CC(=O)c2ccc(C)cc2)Nc2ccc([N+](=O)[O-])cc2)cc1 (configuration not stated)	-22	-20	-4	-7	-7	-1	-7	-16	-3
COc1ccc(C(c2nnnn2C2CCCC2)N2CCN(C3CCCC3)CC2)cc1OC (configuration not stated)	1	1	3	11	2	-1	3	-1	1

Compound activity as filed in PubChem BioAssay.
